ERK EGF block: qHTS Assay for Inhibitors of the ERK Signaling Pathway using a Homogeneous Screening Assay; Stimulation with EGF; 130,000 compounds, 0.41% hits; Potency, µM (series often up to 11.5 µM), inactives show at the top dose activity change, negative = inhibition, actives largely listed as inhibitors; HEK293-V1b, EGF-stimulated phospho-ERK AlphaScreen; active means well fitted inhibition curve with a large enough effect; inconclusive means small, poorly fitted or top-dose-only effect, or effect the other way;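 further: plate controls were stimulated vehicle wells for no effect and unstimulated vehicle basal for full effect; nearly all actives have a fitted effect of over 55% in size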
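Phospho-ERK1/2 measured by AlphaScreen (SureFire) after 5 min 25 nM EGF stimulation of V1b-expressing HEK293 cells preincubated 30 min at 37C with titrated compounds; data scaled to DMSO and EGF controls, Hill-fitted AC50.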
Numbers without * were called inactive; [ ] = remark or other dose. Potency means the concentration at half of the fitted maximal effect. An excerpt. The share of hits here may be higher or lower than overall.

What do the screens show for `CCC1(C(=O)OC)NC(c2ccco2)C2C(=O)N(c3ccc(F)cc3)C(=O)C21` (stereo not drawn)?
ERK EGF block: 4%

What do the screens show for `COC(=O)c1cn(NC(=O)Cn2nc([N+](=O)[O-])c(Br)c2C)c(=O)c2ccccc12`?
ERK EGF block: 3%

How did Clc1ccc(-c2nc3ccccc3[nH]2)cn1 do in these assays?
ERK EGF block: -3%[57.5 µM]

Results for Cc1nc2sccn2c(=O)c1CCN1CCC(=C(c2ccc(F)cc2)c2ccc(F)cc2)CC1 ?
ERK EGF block: 0%[57.5 µM]

What do the screens show for `CCN(CC)S(=O)(=O)c1ccc(OC)c(N)c1`?
ERK EGF block: -1%

What do the screens show for `COc1ccccc1N(C(=O)c1cncc(Br)c1)c1nc(-c2ccc(C)cc2)cs1`?
ERK EGF block: 3%

How did O=C(CN1CCN(c2ccc(O)cc2)CC1)Nc1cc([N+](=O)[O-])ccc1Cl do in these assays?
ERK EGF block: -3%

Results for CCN(C(=O)c1ccccc1)c1ccc([N+](=O)[O-])cc1 ?
ERK EGF block: -8%

Results for CCC(=O)Nc1sc2c(c1C#N)CCC2 ?
ERK EGF block: -7%

Results for COc1ccccc1Nc1nnc(SCC2CCCCO2)s1 (stereo not drawn) ?
ERK EGF block: 16%

What do the screens show for `N#CC(C#N)=C(Nc1ccc(F)cc1)SCc1cccc(Br)c1`?
ERK EGF block: 2%

Results for COc1ccc(/C(O)=C2/C(=O)C(=O)N(CCCN(C)C)C2c2cccc(Cl)c2)cc1OC (stereo not drawn) ?
ERK EGF block: 1%

Results for COc1cc(/C=N/NC(=O)c2cncc(Br)c2)cc([N+](=O)[O-])c1O ?
ERK EGF block: 8%[57.5 µM]

How did O=S(=O)(c1ccc2nc(-c3ccccc3)[nH]c2c1)N1CCN(c2cccc(Cl)c2)CC1 do in these assays?
ERK EGF block: -2%

Results for Cn1c(=O)c2[nH]c(-c3ccc(S(=O)(=O)O)cc3)nc2n(C)c1=O ?
ERK EGF block: 8%

How did COc1ccc(CCN2C(=NC(=O)C(C)C)SC3CS(=O)(=O)CC32)cc1 (stereo not drawn) do in these assays?
ERK EGF block: -24%[57.5 µM]

What do the screens show for `O=C(O)/C=C/C(=O)c1ccc2c(c1)NC(=O)CO2`?
ERK EGF block: 1%

How did COc1ccccc1-c1c(-c2ccc(O)cc2O)n[nH]c1C(F)(F)F do in these assays?
ERK EGF block: 4%[57.5 µM]

Results for O=C(NC(=O)N1CCCCC1)c1ccccc1 ?
ERK EGF block: -8%

How did COCCN(Cc1ccco1)C(=O)Cn1ncc2c(=O)oc3ccccc3c21 do in these assays?
ERK EGF block: -7%[57.5 µM]

What do the screens show for `O=C(O)CCC(=O)Nc1ccc(NC(=O)c2ccc(Cl)cc2Cl)c(Cl)c1`?
ERK EGF block: -2%

What do the screens show for `C=CCC(C)(O)c1cccs1` (stereo not drawn)?
ERK EGF block: -5%

What do the screens show for `CCCCCCN(C(=O)CCCCCN1C(=O)NC(c2ccc3ccccc3c2)C(C(=O)OCc2ccccc2)=C1C)C(C(=O)NCCCC)c1ccc(OCC(=O)OC)c(C(=O)OC)c1` (stereo not drawn)?
ERK EGF block: 10%

How did CCCCOc1ccc(NC(=O)Cn2c(=O)ccc3c(C)cc(C)nc32)cc1 do in these assays?
ERK EGF block: 7%

What do the screens show for `COc1ccc(C(C(=O)Nc2ccc(C(C)C)cc2)N(C)C(=O)c2ccc(=O)[nH]c2)cc1` (stereo not drawn)?
ERK EGF block: -7%

What do the screens show for `CC(C)(C)C(=O)O/N=C(\N)c1ccc([N+](=O)[O-])s1`?
ERK EGF block: 1%[57.5 µM]

Results for CC1=C(C(=O)c2ccccc2)C(c2ccc(N3CCOCC3)cc2)NC(=O)N1 (stereo not drawn) ?
ERK EGF block: -3%

What do the screens show for `CC(C)OC(=O)c1ccc(COC(=O)c2cnccn2)cc1`?
ERK EGF block: -2%

Results for Nc1ncnc(Sc2ncccn2)c1[N+](=O)[O-] ?
ERK EGF block: -5%

How did Cc1cc(C)cc(NS(=O)(=O)c2cc(C(=O)NCc3ccccn3)ccc2Cl)c1 do in these assays?
ERK EGF block: -5%

What do the screens show for `NS(=O)(=O)c1cc(C(=O)OCC(=O)Nc2ccc(Cl)cc2[N+](=O)[O-])ccc1Cl`?
ERK EGF block: inconclusive

How did N#CC(c1ccc(O)cc1)c1ncc(C(F)(F)F)cc1Cl (stereo not drawn) do in these assays?
ERK EGF block: 2%

What do the screens show for `Cc1nnc2sc(SCc3ccc(Cl)cc3)nn2c1=O`?
ERK EGF block: -16%

How did COc1ccc(CCNC(=O)COc2ncnc3ccccc23)cc1 do in these assays?
ERK EGF block: -14%

How did COc1ccc(-c2nn(-c3ccccc3)cc2/C=C\C(=O)N2CCOCC2)cc1[N+](=O)[O-] do in these assays?
ERK EGF block: -4%

What do the screens show for `O=C(N/N=C/c1ccco1)c1ccccc1OCc1ccc(Br)cc1`?
ERK EGF block: 0%

What do the screens show for `O=C(CN1CCOCC1)NNc1nc(-c2ccccc2)c2cc(Br)ccc2n1`?
ERK EGF block: -4%

How did Cc1ccccc1C(=O)N/N=C/c1ccccn1 do in these assays?
ERK EGF block: -3%

How did COc1cc(NC(=O)c2ccnnc2)cc(C(=O)Nc2cccc(C(F)(F)F)c2)c1 do in these assays?
ERK EGF block: 1%[57.5 µM]

What do the screens show for `COc1ccccc1N1CCN(C(=O)c2ccc3c(Cl)c4c(nc3c2)CCCC4)CC1`?
ERK EGF block: inconclusive

How did Cc1[nH]c2ccccc2c1/C=C/c1nc2ccccc2c(=O)n1-c1ccc([N+](=O)[O-])cc1 do in these assays?
ERK EGF block: -7%

What do the screens show for `CCn1cc(C(=O)NCCCN2CCCC2)c(=O)c2cc(S(=O)(=O)N3CCc4ccccc4C3)ccc21`?
ERK EGF block: -4%

Results for COc1ccc(NS(=O)(=O)c2cccs2)cn1 ?
ERK EGF block: -5%

What do the screens show for `Cc1[nH]c2ccccc2c1/C=N/NC(=O)c1cc(C(C)(C)C)[nH]n1`?
ERK EGF block: -7%[57.5 µM]

How did COc1ccc(N=C(c2ccccc2)c2c(C)[nH]n(-c3ccccc3)c2=O)c(OC)c1 do in these assays?
ERK EGF block: -6%[57.5 µM]

The last seven compounds of the part before are carried over, then new ones follow.
How did COc1cc(NC(=O)c2ccnnc2)cc(C(=O)Nc2cccc(C(F)(F)F)c2)c1 do in these assays?
ERK EGF block: 1%[57.5 µM]

What do the screens show for `COc1ccccc1N1CCN(C(=O)c2ccc3c(Cl)c4c(nc3c2)CCCC4)CC1`?
ERK EGF block: inconclusive

How did Cc1[nH]c2ccccc2c1/C=C/c1nc2ccccc2c(=O)n1-c1ccc([N+](=O)[O-])cc1 do in these assays?
ERK EGF block: -7%

What do the screens show for `CCn1cc(C(=O)NCCCN2CCCC2)c(=O)c2cc(S(=O)(=O)N3CCc4ccccc4C3)ccc21`?
ERK EGF block: -4%

Results for COc1ccc(NS(=O)(=O)c2cccs2)cn1 ?
ERK EGF block: -5%

What do the screens show for `Cc1[nH]c2ccccc2c1/C=N/NC(=O)c1cc(C(C)(C)C)[nH]n1`?
ERK EGF block: -7%[57.5 µM]

How did COc1ccc(N=C(c2ccccc2)c2c(C)[nH]n(-c3ccccc3)c2=O)c(OC)c1 do in these assays?
ERK EGF block: -6%[57.5 µM]

Results for COc1ccc(NC(=O)C(CCSC)NC(N)=O)cc1NS(=O)(=O)c1ccc(F)cc1 (stereo not drawn) ?
ERK EGF block: -1%

What do the screens show for `CCCn1c(N)c(C(=O)CSc2nc3ccccc3s2)c(=O)[nH]c1=O`?
ERK EGF block: 3%

How did CC(C)C[C@H](N)c1cn([C@@H](Cc2ccc(O)cc2)C(=O)N2CCNCC2)nn1 do in these assays?
ERK EGF block: -4%[57.5 µM]

How did Cc1c(NC(=O)c2nn3c(C(F)(F)F)cc(-c4ccccc4)nc3c2Cl)c(=O)n(-c2ccccc2)n1C do in these assays?
ERK EGF block: 2%

Results for O=C(O)CCCNS(=O)(=O)c1ccccc1 ?
ERK EGF block: 6%

How did O=S(=O)(Nc1ccccn1)c1ccc(Cl)c2ccccc12 do in these assays?
ERK EGF block: -9%

What do the screens show for `CCOC(=O)C1CCN(c2c(NCCN3CCCCC3C)c(=O)c2=O)CC1` (stereo not drawn)?
ERK EGF block: -11%

How did CC(C)C(NC(=O)C(NC(=O)C1O[C@@H]2OC(C)(C)O[C@@H]2[C@H]2OC(C)(C)O[C@@H]12)C(C)C)C(=O)O (stereo partly drawn) do in these assays?
ERK EGF block: 4%[57.5 µM]

Results for COc1cc2c3c(c1)/C(=C1/SC(=S)NC1=O)C(=O)N3C(C)(C)C=C2C ?
ERK EGF block: -2%

Results for CN(C)c1nc(N/N=C/c2ccccc2O)nc(Nc2ccc(F)cc2)n1 ?
ERK EGF block: -46%[57.5 µM]

Results for O=C(COC(=O)CSc1ccc2ccccc2c1)NCc1ccc2c(c1)OCO2 ?
ERK EGF block: 1%

How did Cc1csc(N(C(=O)c2ccccc2F)c2ccccc2)n1 do in these assays?
ERK EGF block: -1%

What do the screens show for `CC(=O)Nc1ccc(NC(=O)CCCN2C(=O)c3ccccc3C2=O)cc1`?
ERK EGF block: 1%

How did Cc1cccc(C(C)C)c1NC(=O)COC(=O)COc1ccc2c(C)cc(=O)oc2c1 do in these assays?
ERK EGF block: 2%

What do the screens show for `COc1ccc(-c2cn3cccc(C)c3n2)cc1F`?
ERK EGF block: 12%

Results for CC(=O)c1nnn(-c2cccc([N+](=O)[O-])c2)c1C ?
ERK EGF block: -9%

How did Cc1ccccc1NC(=S)NCC(c1cccnc1)N1CCOCC1 (stereo not drawn) do in these assays?
ERK EGF block: 7%

How did COc1cccc(CS(=O)(=O)c2nnnn2-c2ccccc2)c1 do in these assays?
ERK EGF block: 20%

How did CC(=O)OCCCn1c(C)[n+](C)c2cc(Cl)c(Cl)cc21 do in these assays?
ERK EGF block: -1%

Results for CCC(C)OC(=O)C1=C(C)O[C@]23OC(N)=C(C#N)[C@]12C(=O)c1ccccc13 (stereo partly drawn) ?
ERK EGF block: 8%

How did COc1ccc(C(=O)C2CCN(C(=S)NCCc3ccc(OC)c(OC)c3)CC2)cc1 do in these assays?
ERK EGF block: inconclusive

Results for CC(NC(=O)c1ccccc1)c1ccc(Br)cc1 (stereo not drawn) ?
ERK EGF block: -5%

How did CCOC(=O)CCNCc1ccc(F)cc1 do in these assays?
ERK EGF block: -4%

Results for CCOC(=O)N1N=C(CC)CC1(O)C(F)(F)F (stereo not drawn) ?
ERK EGF block: -2%

What do the screens show for `C=CCNC(=O)/C(C#N)=C/c1ccccc1Cl`?
ERK EGF block: -14%

How did CNC(=S)N/N=C1\CC(c2ccccc2)Oc2ccccc21 (stereo not drawn) do in these assays?
ERK EGF block: -5%

Results for CC(=O)Cn1cnc2c(sc3nc(C)cc(C)c32)c1=O ?
ERK EGF block: -4%[57.5 µM]

How did CC(C)N(C(=O)COC(=O)CNC(=O)c1ccc(Br)cc1)c1ccccc1 do in these assays?
ERK EGF block: -1%

What do the screens show for `CCOC(=O)c1ccc(Nc2sc(C(=O)c3cccc([N+](=O)[O-])c3)c(N)c2C#N)cc1`?
ERK EGF block: inconclusive

What do the screens show for `CCCCNC(=O)N1CCN(C(=O)C2CCCO2)CC1` (stereo not drawn)?
ERK EGF block: -5%

Quoted at random: 6 entries already listed.
How did COc1cccc(CS(=O)(=O)c2nnnn2-c2ccccc2)c1 do in these assays?
ERK EGF block: 20%

Results for CC(NC(=O)c1ccccc1)c1ccc(Br)cc1 (stereo not drawn) ?
ERK EGF block: -5%

How did CC(=O)OCCCn1c(C)[n+](C)c2cc(Cl)c(Cl)cc21 do in these assays?
ERK EGF block: -1%

How did CNC(=S)N/N=C1\CC(c2ccccc2)Oc2ccccc21 (stereo not drawn) do in these assays?
ERK EGF block: -5%

Results for CC(=O)Cn1cnc2c(sc3nc(C)cc(C)c32)c1=O ?
ERK EGF block: -4%[57.5 µM]

Results for CC(=O)c1nnn(-c2cccc([N+](=O)[O-])c2)c1C ?
ERK EGF block: -9%

Additional structures follow.
Results for Cc1cc(C)c(NC(=O)C2=CCN(S(=O)(=O)c3ccc(F)cc3)CC2)c(C)c1 ?
ERK EGF block: 0%

Results for NC1=NC[C@H](Cc2ccccc2)N1CCc1cc(C(F)(F)F)cc(C(F)(F)F)c1 ?
ERK EGF block: -13%[57.5 µM]

Results for CCN(CC)S(=O)(=O)c1ccc(OC)c(NC(=O)c2ccc([N+](=O)[O-])cc2)c1 ?
ERK EGF block: -3%

How did O=C(O)c1ccccc1C(=O)Nc1ccccc1[N+](=O)[O-] do in these assays?
ERK EGF block: 2%[57.5 µM]

What do the screens show for `COc1ccc(C(=O)Nc2ccc(S(=O)(=O)Nc3ncccn3)cc2)cc1OC`?
ERK EGF block: 14%

Results for O=[N+]([O-])c1nn(-c2ccccc2)[n+]([O-])c1N1CCN(c2ccccc2F)CC1 ?
ERK EGF block: inconclusive

How did Cc1nc2sc(C(c3ccco3)N3CCOCC3)c(O)n2n1 (stereo not drawn) do in these assays?
ERK EGF block: inconclusive

Results for COC(=O)C(O)(CC(=O)Nc1cc(OC)c(OC)c(OC)c1)C(F)(F)F (stereo not drawn) ?
ERK EGF block: 0%

Results for Cc1cc(C)c(-n2nnnc2SC(C)C)c(C)c1 ?
ERK EGF block: 4%

How did Cc1nc(NCc2ccccc2)c2nc(-c3ccccc3)n(C3CCN(Cc4ccccc4)C3)c2n1 (stereo not drawn) do in these assays?
ERK EGF block: -5%

How did CCN(CC)S(=O)(=O)c1cccc(-c2n[nH]c(=S)n2/N=C/c2ccc(Br)cc2)c1 do in these assays?
ERK EGF block: -1%

How did O=C(NC1CCCCCC1)c1cc(S(=O)(=O)N2CCCCC2)ccc1N1CCOCC1 do in these assays?
ERK EGF block: -2%

What do the screens show for `CC1CCOC2(O1)C(=O)Nc1ccccc12` (stereo not drawn)?
ERK EGF block: -8%

Results for CCn1c(=O)c(C(=O)CN2CCc3ccccc32)c(N)n(Cc2ccccc2)c1=O ?
ERK EGF block: 2%

From PubChem
